PAX8 reporter: inhibitors of PAX8 transcriptional activity in RMG-I cells; RMG-I TPO-luciferase reporter, SteadyGlo, 24 h; inhibition, % at 12.6 µM; 360,000 tested, 1.2% active; AID 652154;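 active = mean replicate inhibition at least 60% with every replicate also reaching 60%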;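 note: luciferase light reporting Pax8 driven TPO promoter activity; plate controls were median of neutral control wells for no effect and mitoxantrone controls for full effect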
miR-122 sensor: inhibitors of miR-122 in Huh7 cells; Huh7 miR-122 Renilla luciferase sensor, 48 h; neutral wells = 0, positive control = 100; activation (reporter increase), % at 12.5 µM; 340,000 tested, 0.3% active;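 active = mean replicate activation score at least 90 and every replicate individually at or above 90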;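 note: higher luciferase means less miR-122 activity so hits act as miR-122 inhibitors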
LGR2 antag: blocks bursicon-induced cAMP signaling via Drosophila LGR2; inhibition, % at 9.99 µM; HEK293 LGR2, CRE-luciferase, bursicon-stimulated, 4 h; 380,000 tested, 0.35% active; AID 720647;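 active = drop in luminescence signal, shown as inhibition above about 50% in the replicate tests, limit read from the data, passing the limit was not always enough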;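 note: agonist challenge used bursicon conditioned medium at about half maximal strength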
FN deposit inh: fibronectin deposition inhibition; inhibition, % at 12.6 µM; AH1F fibroblasts, Alexa488-fibronectin deposition fluorescence, overnight; 350,000 tested, 0.086% active; AID 743247;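 active = mean inhibition across replicates of 30% or more, regardless of how many single replicates reach that level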;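 note: positive control wells lacked labelled fibronectin entirely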
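Material – AH1F fibroblast monolayer, labelled fibronectin deposition · Reagent – labelled fibronectin 24 nM · Timing – 1 h adhesion, overnight exposure · Measured by – fluorescence at 485 nm excitation, 525 nm emission · Read-out – inhibition of fibronectin deposition signal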
EWS-Fli inh: inhibitors of EWS/Fli oncoprotein transcriptional activity; AID 651661; inhibition, % at 12.6 µM; A673 NR0B1-luciferase reporter, viability-normalised; 350,000 tested, 0.67% active;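 active = mean inhibition of at least 50% after viability correction, with every replicate also passing that limit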;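 note: firefly luciferase signal divided by Alamar Blue viability fluorescence both relative to DMSO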
Casp6 inh: caspase-6 (human) enzyme inhibition; P55212; purified caspase-6, Z-VEID-R110 cleavage fluorescence; inhibition, % at 12.5 µM; 350,000 tested, 0.53% active; AID 686996;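 active = mean inhibition across replicates at least about 35%, with every replicate also reaching that limit, limit read from the data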;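 note: 0% = median of neutral control wells and 100% = no fluorescence left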
Target sequence (P55212 24-179 limits assumed): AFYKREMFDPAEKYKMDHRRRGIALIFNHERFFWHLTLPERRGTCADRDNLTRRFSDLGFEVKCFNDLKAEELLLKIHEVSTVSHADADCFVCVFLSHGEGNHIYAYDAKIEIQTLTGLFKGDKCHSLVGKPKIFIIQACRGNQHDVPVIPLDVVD
Target sequence (P55212 194-293 limits assumed): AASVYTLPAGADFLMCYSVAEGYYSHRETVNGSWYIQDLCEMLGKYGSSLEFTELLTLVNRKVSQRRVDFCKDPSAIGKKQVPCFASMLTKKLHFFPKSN
Cneo AK release: causes C. neoformans cell lysis. lysis activity, % at 15 µM. adenylate kinase release luminescence, 4 h; normalised: neutral wells 0, clomiphene wells 100. 360,000 tested, 0.2% active. AID 651654;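 active = mean lysis activity across replicates of at least 80%, whatever share of replicates individually reach that level; inactive = mean lysis activity below 80%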
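Test system: log-phase Cryptococcus neoformans yeast cells; Quantity: yeast cell density of 5 × 10^6 cells/mL; Buffer or medium: YPD; Doses: single compound concentration per well; Timing: 4 h at 37 °C static, read 1 h later; Measured by: AK luminescence; Read-out basis: lysis from increased AK signal; Control set: Clomiphene as positive control.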
PGC1a acetyl inh: PGC1a acetylation modulation, inhibitor mode; U2OS PGC1a acetylation, AlphaScreen anti-acetyl-lysine; with virally co-expressed GCN5 acetyltransferase; inhibition, % at 15.6 µM; 350,000 tested, 0.17% active; AID 651687;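 active = every replicate shows inhibition of at least 40%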;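 note: 0% = neutral control wells and 100% = positive control wells; some results beyond the cut were filed as inactive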
Numbers without * were called inactive; nt = no result given; [ ] = remark or other dose.

SMILES	PAX8 reporter	miR-122 sensor	LGR2 antag	FN deposit inh	EWS-Fli inh	Casp6 inh	Cneo AK release	PGC1a acetyl inh
CC1(C)S[C@@H]2[C@H](NC(=O)COc3ccccc3)C(=O)N2C1C(=O)OCc1ccccc1 (some centres not stated)	-9	4	-11	-8	-11	3	1	-5
N#Cc1ccc(-c2ccc([C@@H]3[C@H](CO)N4C(=O)CN(C(=O)C5CCC5)C[C@@H]34)cc2)cc1	6	nt	-1	6	4	3	nt	4
O=C(Cc1cccs1)N1CCC(c2nc3c(nnn3Cc3ccccc3)c(=O)[nH]2)CC1	nt	-3	nt	-5	nt	nt	9	24
O=S(=O)(c1ccc(F)cc1)N1CCN(c2ncccn2)CC1	-5	1	1	3	6	-2	nt	4
CC1(C)OC(=O)C(=CNCC(=O)NCC(=O)O)C(=O)O1	3	-1	nt	-8	nt	-1	2	-5
C/C=C1\NC(=O)[C@H](C)NC(=O)[C@@H](NC(=O)[C@@H](Cc2ccc(O)cc2)NC(=O)[C@@H](NC(=O)/C(C)=C/C)C(C)C)[C@@H](C)OC(=O)[C@H](CCCCc2ccc(O)cc2)NC(=O)[C@@H](CCC(=O)O)NC1=O	0	-4	6	8	-4	6	3	17
CN(C)S(=O)(=O)c1cccc(NC(=O)COC(=O)c2cccnc2Cl)c1	nt	nt	-2	-4	3	1	0	-15
Cc1noc(C)c1S(=O)(=O)Nc1ccc2c(c1)C(=O)N([C@@H](C)CO)C[C@H](C)[C@H](CN(C)Cc1ccc(Cl)c(Cl)c1)O2	nt	-3[16.7 µM]	-7	nt	-5	-1	1	-2
c1cncc(Nc2c3ccccc3nc3ccccc23)c1	23	-4	-18	12	15	1	1	1
C=C1C(=O)[C@]23C[C@H]1CC[C@H]2[C@]1(C)[C@@H](OC(C)=O)CC[C@@](C)(C(=O)O)[C@H]1C[C@@H]3OC(C)=O	86*	-6	-3	-1	10	1	0	-11
O=C(CN1C(=O)c2ccccc2C1=O)NC1CCC(O)CC1 (configuration not stated)	-13	2	13	-6	1	0	-1	8
Cc1ccc2cc3cc(C(=O)N(CC(=O)NC4CCCC4)c4cccc(C)c4C)sc3nc2c1	nt	28	14	nt	nt	5	4	-20
CN(C)C(=O)N1CCC(C(=O)NCc2ccc3c(c2)OCO3)CC1	nt	-10	3	11	nt	nt	1	4
CCc1nn(CC(=O)NCCCN(Cc2ccccc2)C(C)C)c(=O)c2cc3sccc3n12	nt	2	-15	-1	nt	nt	-1	-7
O=C(COC(=O)c1cc([N+](=O)[O-])ccc1N1CCOCC1)Nc1ccccc1OC(F)F	17	-4	0	5	11	0	nt	3
CCCNC(=O)C[C@@H]1CC[C@@H]2[C@H](COc3ccc(NC(=O)c4cscn4)cc3C(=O)N2C)O1	-3	-3[16.7 µM]	3	-7	-4	nt	nt	-1
Cc1cc(C#N)c(SCC(N)=O)nc1-c1ccc(F)cc1	-13	nt	-30	5	7	-1	nt	2
Cc1ccc(S(=O)(=O)NCCC(=O)NC2CC2)cc1	-9	-8	-10	7	nt	-3	0	6
COC(=O)[C@]12CCCCC=C1N(CCc1ccc(OC)c(OC)c1)C(=O)[C@H](CC(=O)NCc1cccc3ccccc13)C2	18	nt	27	3	13	2	nt	nt
C[C@@H]1CN([C@@H](C)CO)C(=O)c2cccc(NC(=O)Nc3ccccc3)c2O[C@@H]1CN(C)Cc1ccc2c(c1)OCO2	3	0[16.7 µM]	23	nt	-9	1	3	-6
N#Cc1c(N)n(-c2ccc(O)cc2)c2nc3ccccc3nc12	-1	nt	4	-3	7	1	nt	12
O=C(Cc1cccnc1)N1CC2(C1)[C@@H](c1ccccc1)[C@@H](CO)N2C(=O)C1CCOCC1	-6	nt	14	-7	2	0	nt	12
O=C(CCC(=O)N1CCOCC1)NCCc1ccc(Cl)cc1Cl	4	nt	11	-5	nt	1	15	nt
O=C(C[C@@H]1CC[C@@H](NS(=O)(=O)c2ccc(F)cc2)[C@@H](CO)O1)N1CCC(Cc2ccccc2)CC1	31	nt	5	nt	2	-1	0	1
c1ccc(COc2cccc(CN3CCCCC3)c2)cc1	0	nt	-4	-3	0	-11	0	nt
CC(=O)NC(CC(=O)O)c1ccc(F)cc1 (configuration not stated)	8	nt	10	2	-4	-2	nt	nt
Cc1ccc(S(=O)(=O)N2CCN(C(=O)CCc3c[nH]c4ccccc34)CC2)c(C)c1	2	nt	2	-1	17	-5	nt	-1
CN(Cc1nc(-c2cnccn2)no1)CC1(c2ccccc2)CC1(C)C (configuration not stated)	-44	14	11	nt	8	-1	-3	-11
CCOC1OC(=O)C(Cl)=C1Nc1ccc(C)cc1 (configuration not stated)	8	-4	nt	-17	1	4	-1	3
Cc1cccc(S(=O)(=O)N2C[C@@H](O)COC[C@@H]3O[C@@H](CC(=O)Nc4ccccc4)CC[C@H]32)c1	6	0[16.7 µM]	5	3	1	1	0	-1
C[C@H]1CN([C@@H](C)CO)C(=O)Cc2cc(NC(=O)CCN3CCOCC3)ccc2O[C@@H]1CN(C)S(C)(=O)=O	-12	-6[16.7 µM]	-7	nt	-6	-1	-3	-4
Cn1cccc1/C=N/NC(N)=S	-6	-1	11	5	12	-2	2	7
CCOC(=O)CNc1nc(Cl)nc(NC(C)(C)C)n1	-6	-10	11	0	0	-4	-1	3
CN(C)CCN(C(=O)CCS(=O)(=O)c1ccccc1)c1nc2cc3c(cc2s1)OCO3	12	-6	-7	nt	-12	-2	3	nt
CCCNC(=O)Nc1ccc2c(c1)C(=O)N(C)C[C@H](OC)[C@H](C)CN(C(C)=O)[C@@H](C)CO2	-3	24[16.7 µM]	-5	7	-5	0	53	-2
CCOc1ccc2nc(NC(=O)c3ccc(OCC4CCCO4)cc3)sc2c1 (configuration not stated)	-64	-2	-41	-10	-42	-1	-7	6
CN(C)C(=O)C[C@@H]1CC[C@H](NC(=O)Nc2cccc(F)c2)[C@H](CO)O1	7	nt	-14	2	-12	-1	3	0
O=S(=O)(c1ccccc1)N(Cc1ccc(Cl)cc1)c1ccncc1	-15	nt	-7	12	-1	1	2	nt
CCc1ccccc1-n1nnnc1SCC(=O)Nc1ccc(N2CCN(C)CC2)cc1	2	9	6	1	nt	-12	3	2
CO[C@@H]1CN(C)C(=O)c2cc(NC(C)=O)ccc2OC[C@@H](C)N(CC2CC2)C[C@H]1C	-2	nt	-3	12	-11	6	0	8
C[C@@H]1CCCCO[C@@H](CN(C)S(=O)(=O)c2ccc(Cl)cc2)[C@@H](C)CN([C@H](C)CO)C(=O)c2cc(NC(=O)Cc3ccccc3)ccc2O1	-2	-2[16.7 µM]	18	nt	10	0	7	0
CCOC(OCC)c1ccc(/C=C\c2nccc(N)n2)cc1	-111	1	-12	4	-64	1	-9	8
CCC(c1nnnn1-c1ccc2c(c1)OCCO2)N1CCN(c2ccc(C(F)(F)F)cn2)CC1 (configuration not stated)	0	nt	7	nt	-5	-3	nt	nt
CS(=O)(=O)c1ccc2nnn(OCC(=O)Nc3ccc(Br)cc3Br)c2c1	3	nt	1	-5	6	-2	nt	nt
O=C(c1cnccn1)N1CC(=O)N2[C@H](C1)[C@@H](c1ccc(C#CC3CC3)cc1)[C@@H]2CO	nt	nt	2	-4	10	-1	nt	2
Cc1ccc(NC(=O)CN2CCN(S(=O)(=O)c3cccs3)CC2)cc1S(=O)(=O)N(C)C	7	-1	-3	nt	6	0	0	nt
CCc1nnc(NC(=O)CSc2nc(C)cc(C)c2C#N)s1	-71	3	-15	nt	-17	-1	1	3
COc1ccc(/C=C/C(=O)Nc2ccc(NC(C)=O)cc2)cc1S(=O)(=O)N1CCOCC1	3	27	2	-22	-7	-3	-9	-2
O=C(O)c1ccc(S(=O)(=O)N2CCC(n3nnc4cc(C(F)(F)F)ccc43)CC2)cc1	-7	-3	3	10	8	1	2	nt
COc1ccc(C(=O)n2cnnc2N)cc1	13	3	4	-9	nt	-2	3	-3
Cc1cc(C)c(OCC(O)CNC(C)(C)C)c(C)c1 (configuration not stated)	-6	nt	-16	5	0	-4	0	nt
Cc1ccccc1-c1ccc([C@H]2[C@@H](CO)N3CCCCN(S(=O)(=O)c4ccc(F)cc4)C[C@H]23)cc1	-6	-2[16.7 µM]	-20	nt	-7	0	6	-15
Cc1ccc(NC(=O)c2cc(Cl)ccc2[N+](=O)[O-])cc1C	-8	14	-3	12	nt	nt	nt	nt
CN(C)c1ncc(S(=O)(=O)c2ccccc2)c(-c2ccccc2Cl)n1	-10	14	nt	3	nt	nt	-2	-12
Cc1ccc2c(CC(=O)OCC(=O)N(CC(C)C)c3c(N)n(Cc4ccccc4)c(=O)[nH]c3=O)coc2c1	6	nt	11	-1	6	3	nt	nt
CC(C)(C)OC(=O)N[C@@H](Cc1ccccc1)C(=O)NCC1CCC(C(=O)N[C@@H](CC(=O)O)C(=O)O)CC1 (some centres not stated)	12	-3	-2	2	-1	0	-7	nt
CN(CCCNC(=O)c1ccccc1F)CCCNC(=O)c1ccccc1F	4	-4	-3	13	0	-2	-1	nt
O=C(CSc1nnnn1-c1ccc2c(c1)OCO2)NCc1ccccc1	nt	12	-10	-4	nt	nt	nt	-23
CC(C)C(NS(=O)(=O)c1ccccc1F)C(=O)OCC(=O)NCc1ccco1 (configuration not stated)	-2	-2	-8	0	-1	4	-2	9
Cc1ccc(OCCn2c(C)nc3ccccc32)cc1	8	7	1	10	-2	-2	4	11
(further entries)
SMILES	PAX8 reporter	miR-122 sensor	LGR2 antag	FN deposit inh	EWS-Fli inh	Casp6 inh	Cneo AK release	PGC1a acetyl inh
O=C(O)C[C@@H]1C[C@H]2c3cc(NC(=O)Nc4ccccc4)ccc3O[C@H]2[C@@H](CO)O1	-19	-2[16.7 µM]	9	-14	-4	0	-6	9
CCOC(=O)C1CCCN(Cc2nc(Cc3ccccc3Cl)no2)C1 (configuration not stated)	4	-4	0	1	-11	-1	1	2
CCOC(=O)c1c(NC(=O)CSc2nnc3c(n2)[nH]c2ccc(F)cc23)sc(C(C)=O)c1C	nt	-11	nt	6	nt	nt	-2	-7
COC(=O)c1ccc2c(=O)n(NC(C)=O)c(=S)[nH]c2c1	nt	1	-17	1	nt	nt	nt	-1
CCCN(CC1CC1)C(=O)COC(=O)c1oc2ccc(OCC)cc2c1C	-12	nt	4	4	-11	-13	1	nt
C=CCN=c1scc(-c2ccco2)n1/N=C/c1ccc(O)c(O)c1O	11	nt	-18	-16	-42	23	nt	nt
COc1cccc(-c2ccc3c(c2)[C@@H]2[C@@H](CCN2C(=O)C2CCOCC2)[C@H](CO)N3)c1	-13	-3[16.7 µM]	-27	-1	2	-2	-3	2
Nc1ccc(S(=O)(=O)c2ccc(N)nc2)cc1	-6	-2	-13	4	7	1	1	-6

Full records, quoted from the list:
`C=CCN=c1scc(-c2ccco2)n1/N=C/c1ccc(O)c(O)c1O` is listed as PAX8 reporter = 11; miR-122 sensor = nt; LGR2 antag = -18; FN deposit inh = -16; EWS-Fli inh = -42; Casp6 inh = 23; Cneo AK release = nt; PGC1a acetyl inh = nt
`CCOC(=O)C1CCCN(Cc2nc(Cc3ccccc3Cl)no2)C1` (configuration not stated) is listed as PAX8 reporter = 4; miR-122 sensor = -4; LGR2 antag = 0; FN deposit inh = 1; EWS-Fli inh = -11; Casp6 inh = -1; Cneo AK release = 1; PGC1a acetyl inh = 2
`CCCN(CC1CC1)C(=O)COC(=O)c1oc2ccc(OCC)cc2c1C` is listed as PAX8 reporter = -12; miR-122 sensor = nt; LGR2 antag = 4; FN deposit inh = 4; EWS-Fli inh = -11; Casp6 inh = -13; Cneo AK release = 1; PGC1a acetyl inh = nt
